Screens (PubChem)
STAT1 activator: increases IFN-gamma driven STAT1 reporter signal | NIH 3T3 STAT1-luciferase reporter, luminescence; 100% = IFN-gamma alone, no compound | activation (% of control), % at 5.5 µM | 2.6% of 200,000 active;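 active means activation above the screen-wide mean activation plus 3 SD, cut at about 130% in these data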;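 further: raw ratio to IFN-gamma control signal so 100% means no change and 0% no light; values of inactives mirror those of a sister screen read the other way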
STAT3 act: STAT3 signaling activation. 0.91% of 190,000 active. activation (% of control), % at 5.6 µM. AID 871. U3A cells, IL-6 STAT3-luciferase reporter, luminescence; 100% = signal with IL-6 EC80 alone;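 active means activation above the screen-wide mean of compound activation plus 3 SD, cut at about 130% in these data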;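 further: 0% = background luminescence of wells with medium and substrate only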
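Material: STAT3-luciferase reporter U3A cells; Probe or stimulus: IL-6 (33 ng/mL); Incubation: compound pre-incubation 1 h before IL-6, then 6 h stimulation at 37 °C; Technique: luminescence from STAT3-driven luciferase reporter; Evaluation: % activation versus median of IL-6-stimulated wells; Controls: IL-6-only high control.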
DTT redox prof: compounds producing H2O2 with reducing agent – biochemical, NIH compound library profiling, artefact control for MLSCN library redox annotation, primary screen | 0.03% of 200,000 active | activation, % at 10 µM | AID 878 | DTT-dependent redox cycling H2O2, phenol red/HRP absorbance; 100% = 100 µM peroxide control, 0% = buffer;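 active means activation of at least 50% relative to the plate's high and low controls in the primary single-dose screen; inactive means activation below 50%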;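 further: compound incubated with DTT at 0.8 mM final as the reducing agent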
TLR4-MyD88 BLA: TLR4-MyD88 interaction inhibition in cells; HeLa CL3-4 TLR4/MyD88 BLA complementation, FRET ratio; 0.18% of 200,000 active; AID 861; inhibition, % at 8.4 µM; O00206+Q99836; in the data active means inhibition above about 25%;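 further: 0% = vehicle and 100% = reference inhibitor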
Target sequence (O00206 whole entry, looked up): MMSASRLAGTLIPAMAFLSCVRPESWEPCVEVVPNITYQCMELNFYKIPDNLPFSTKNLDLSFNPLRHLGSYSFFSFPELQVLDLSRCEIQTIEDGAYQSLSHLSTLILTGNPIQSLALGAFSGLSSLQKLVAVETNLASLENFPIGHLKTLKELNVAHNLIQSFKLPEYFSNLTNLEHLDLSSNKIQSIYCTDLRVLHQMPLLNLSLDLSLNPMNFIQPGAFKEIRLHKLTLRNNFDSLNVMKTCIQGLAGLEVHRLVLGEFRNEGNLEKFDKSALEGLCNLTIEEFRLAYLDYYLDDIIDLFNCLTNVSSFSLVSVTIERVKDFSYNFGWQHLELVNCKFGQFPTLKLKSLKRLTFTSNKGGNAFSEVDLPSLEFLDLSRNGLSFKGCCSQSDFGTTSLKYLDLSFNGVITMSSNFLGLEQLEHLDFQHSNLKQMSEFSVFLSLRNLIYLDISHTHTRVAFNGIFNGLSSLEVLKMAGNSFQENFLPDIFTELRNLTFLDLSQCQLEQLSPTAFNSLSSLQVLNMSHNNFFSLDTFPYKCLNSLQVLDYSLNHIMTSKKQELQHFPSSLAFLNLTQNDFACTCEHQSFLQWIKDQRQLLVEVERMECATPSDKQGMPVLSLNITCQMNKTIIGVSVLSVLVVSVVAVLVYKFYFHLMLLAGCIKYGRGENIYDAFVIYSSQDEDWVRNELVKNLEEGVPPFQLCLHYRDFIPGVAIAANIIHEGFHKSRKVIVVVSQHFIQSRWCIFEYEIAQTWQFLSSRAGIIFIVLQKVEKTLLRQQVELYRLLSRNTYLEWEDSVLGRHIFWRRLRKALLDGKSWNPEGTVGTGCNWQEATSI
Target sequence (Q99836 whole entry, looked up): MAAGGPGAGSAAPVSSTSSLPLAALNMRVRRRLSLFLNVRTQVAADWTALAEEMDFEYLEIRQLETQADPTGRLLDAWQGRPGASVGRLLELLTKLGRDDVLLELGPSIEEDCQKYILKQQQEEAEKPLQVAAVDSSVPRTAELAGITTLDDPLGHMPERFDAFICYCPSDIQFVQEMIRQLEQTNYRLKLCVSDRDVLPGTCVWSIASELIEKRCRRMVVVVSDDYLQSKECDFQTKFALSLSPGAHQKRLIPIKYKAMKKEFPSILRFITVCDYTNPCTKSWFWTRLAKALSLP
NF-kB expr up: compounds increasing NF-kB expression in human neuronal cells; fold change at 12.5 µM; NF-kB reporter expression; hits give high values; 1.6% of 190,000 active; AID 1239; in the data active means fold change above about 3.3
STAT3 blocker: STAT3 signaling inhibition | U3A cells, IL-6 STAT3-luciferase reporter, luminescence; host cell line lacks STAT1 | inhibition, % at 5.5 µM | 0.89% of 190,000 active;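 active means inhibition above the mean inhibition across all screened compounds plus 3 SD, cut at about 44% in these data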;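 further: 0% = DMSO only wells and 100% = 100 µM nifuroxazide control wells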
STAT1 inh: reduces IFN-gamma driven STAT1 reporter signal; NIH 3T3 STAT1-luciferase reporter, luminescence; 0.35% of 200,000 active; inhibition, % at 5.5 µM;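 active means inhibition above a set limit, the mean inhibition across all tested compounds plus 3 SD, cut at about 34% in these data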;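 further: 0% = IFN-gamma with DMSO and 100% = IFN-gamma with 300 µM nifuroxazide; values of inactives mirror those of a sister screen read the other way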
Hsp70 act: Hsp70 transcriptional activation, primary screen. activation, % at 10 µM. HeLa Hsp70 promoter luciferase reporter, luminescence; scaled: vehicle 0, proteasome-inhibitor control 100%. 0.04% of 200,000 active;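 active means activation above the mean across all tested compounds plus 3 SD, cutoff set per campaign, cut at about 5.5% in these data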;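 further: 100% = MG132 at 30 µM as the positive control and 0% = DMSO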
APP 5'UTR act: APP 5'UTR luciferase reporter activation; 1% of 190,000 active; activation, % at 2 µM; AID 1276; SH-SY5Y APP 5'UTR luciferase reporter, luminescence; zero percent = DMSO vehicle wells;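 active means activation above a set limit, based on mean plus 3 SD of controls, cut at about 140% in these data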; further: values of inactives mirror those of a sister screen read the other way
HMGR II inh: E. faecalis class II HMG-CoA reductase inhibition. purified E. faecalis HMGR, NADPH absorbance 340 nm kinetic. inhibition, % at 10 µM. 0.41% of 190,000 active. AID 1066;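 active means inhibition above a set limit, the median over all tested compounds plus 3 SD, cut at about 9.5% in these data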;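 further: enzyme runs in reverse so mevalonate oxidation gives rising NADPH absorbance; 0% = complete reaction with DMSO and 100% = background rate lacking mevalonate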
* hit, by the source's call; nt = no result given.

1. CC(C)C(NC(=O)C12CC3CC(CC(C3)C1)C2)C(=O)N/N=C/C1=C(N2CCOCC2)C(=C\c2cccc([N+](=O)[O-])c2)/CC1 (configuration not stated)
2. CCCCN(CCCC)S(=O)(=O)c1c(C)[nH]c(=O)[nH]c1=O
3. Cc1ccc(-c2nnn(CC(=O)N3CCCCC3)n2)o1
4. Cc1cc(C(=O)OCC(=O)Nc2cc(S(=O)(=O)N(C)C)ccc2C)c2ccccc2n1
5. COC(=O)c1ccc(NC(=S)NC2CC3CCC2C3)cc1 (configuration not stated)
6. O=C(CN1CCN(S(=O)(=O)c2ccc(Cl)cc2)CC1)NC(=O)NC1CCCCC1
7. CCOC(CCn1c(SCc2cccc([N+](=O)[O-])c2)nc2ccccc2c1=O)OCC
8. O=c1c2ccccc2ncn1CCOCCOc1ccc([N+](=O)[O-])cc1
assay / entry	1	2	3	4	5	6	7	8
STAT1 activator	101	100	111	88	123	100	100	129*
STAT3 act	106	101	102	99	98	105	107	95
DTT redox prof	0.1	-0.8	-0.3	-1.1	-0.3	0.1	1.1	-0.5
TLR4-MyD88 BLA	-3	-2	2	-5	-2	-7	1	6
NF-kB expr up	1.1	1.1	1.2	0.78	2.1	0.99	0.55	1.1
STAT3 blocker	-9	4	5	2	0	-8	-3	11
STAT1 inh	-1	0	-13	13	-25	0	0	-35
Hsp70 act	-0.6	-0.1	-0.1	0.0	-0.4	-0.3	-0.2	0.3
APP 5'UTR act	7	3	24	5	19	nt	-6	-5
HMGR II inh	5	0	-3	-4	2	-1	-2	-4

9. CCN(CC)c1ccc(N2C(=O)/C(=C\c3cccs3)SC2=S)cc1
10. Cc1c(OCc2nn[nH]n2)ccc2c3c(c(=O)oc12)CCC(C)C3 (configuration not stated)
11. Cc1cc(C)n2nc(S(=O)(=O)NC(C)(C)C)nc2n1
12. CC(=O)c1ccc(S(=O)(=O)Nc2cc3c(cc2C(C)=O)OCO3)cc1
13. COc1ccc(C2C3CCCCC3(O)CCN2C(=O)c2cccs2)cc1 (configuration not stated)
14. COCCCNC(=O)c1ccc(N(C)S(C)(=O)=O)cc1
15. CN(CCCN1CCOCC1)Cc1nc(-c2ccccc2)no1
16. COc1ccccc1C1CCCN1Cc1nc(-c2ccc(C)s2)oc1C (configuration not stated)
assay / entry	9	10	11	12	13	14	15	16
STAT1 activator	101	95	99	104	94	107	100	94
STAT3 act	105	105	102	103	102	102	105	103
DTT redox prof	1.4	0.0	-0.1	-0.2	-0.1	2.8	-0.6	-0.3
TLR4-MyD88 BLA	-11	0	-13	-13	-16	6	1	-9
NF-kB expr up	1.1	1.1	0.96	1.2	1.1	1.2	1	1.6
STAT3 blocker	0	-3	8	5	-3	0	0	-2
STAT1 inh	-1	6	0	-5	7	-7	0	4
Hsp70 act	-0.1	-0.3	-0.4	-0.2	-0.1	-0.5	-0.2	-0.1
APP 5'UTR act	0	6	21	10	12	-32	5	16
HMGR II inh	2	-3	-2	-2	-4	-5	-7	12*

17. CC(=O)Nc1ccc(NC(=O)CCn2nnc3ccccc32)cc1
18. O=C(N/N=C/c1cc2ccccc2nc1Cl)/C(=C/c1cccs1)NC(=O)c1ccccc1
19. Brc1cccc(-c2cnc3n2CCCCC3)c1
20. Cc1nc(-c2ccncc2)sc1C(=O)Nc1ccc(Cl)cc1
21. Cn1c(N)c(C(=O)COC(=O)C2CC(=O)N(Cc3ccccc3)C2)c(=O)n(C)c1=O (configuration not stated)
22. O=C(COc1ccc(-c2ccccc2)cc1)N1CCN(S(=O)(=O)Cc2ccccc2)CC1
23. CCn1c(-c2c[nH]c3ccccc23)n[nH]c1=S
24. Clc1ccc(-c2cnn3c(-c4ccncc4)ccnc23)cc1
assay / entry	17	18	19	20	21	22	23	24
STAT1 activator	100	97	103	103	97	91	106	157*
STAT3 act	105	102	82	77	107	98	89	97
DTT redox prof	-0.2	-1.5	-0.1	0.5	0.6	0.3	2.9	-1.6
TLR4-MyD88 BLA	6	11	-3	7	-15	4	5	8
NF-kB expr up	1.1	0.57	1.2	0.96	0.96	0.99	1.1	3.6*
STAT3 blocker	-4	4	22	32	-2	8	18	8
STAT1 inh	-2	3	-6	-7	1	9	-7	-62
Hsp70 act	-0.2	-0.3	-0.5	-0.1	-0.1	-0.3	-0.2	-0.1
APP 5'UTR act	18	-33	-7	4	4	-21	-2	221*
HMGR II inh	-5	-1	-7	2	1	-2	-3	4

25. Cc1ccc(S(=O)(=O)CC(=O)NC(C)(C)C)cc1
26. Cc1cccc(NC(=O)C2CC(O)CN2C(=O)OCc2ccccc2)c1 (configuration not stated)
27. CCOC(=O)N1CCC(Nc2c(NCCN3CCN(c4ccccc4F)CC3)c(=O)c2=O)CC1
28. CC(=O)N(Cc1c(C#N)c2ccccc2n1C)c1ccccc1
29. CN1CCc2c(c3ccccc3n2C)C1
30. O=C(COC(=O)Cc1ccc(Br)cc1)NCC1CCCCC1
31. O=C1CC(c2cccc(F)c2)SC(N(c2ccccc2)c2ccccc2)=N1 (configuration not stated)
32. N#CCC(=O)Nc1ncc(Cc2ccccc2Cl)s1
assay / entry	25	26	27	28	29	30	31	32
STAT1 activator	89	105	99	94	102	95	104	96
STAT3 act	117	102	106	100	101	96	104	90
DTT redox prof	-0.2	-1.8	-2.0	0.2	0.2	-1.1	0.9	0.0
TLR4-MyD88 BLA	-12	8	-5	-5	14	2	15	5
NF-kB expr up	1.2	1	1.1	1.1	0.84	0.94	1.2	0.89
STAT3 blocker	-17	3	2	3	0	10	7	19
STAT1 inh	12	-6	1	7	-2	4	-5	4
Hsp70 act	-0.3	1.0	-0.1	0.1	-0.1	-0.2	-0.1	-0.3
APP 5'UTR act	-6	-3	11	8	13	-14	30	8
HMGR II inh	1	2	3	-1	1	6	1	7

33. COCCSc1ccccc1C(=O)Nc1nccs1
34. CCC1=NN(C(=O)c2ccc(C)cc2)C(O)(c2ccc(Br)cc2)C1 (configuration not stated)
35. CCCCN(CC)Cc1ccc(CNC(=S)Nc2ccccc2F)o1
36. CCCCn1c(NC(=O)CC)c(C#N)c2nc3ccccc3nc21
37. O=c1cc(-c2ccco2)oc2ccc(Cl)cc12
38. CCCCCCn1c(SCC(=O)OC)nc2c1c(=O)[nH]c(=O)n2C
39. C/C(=N\NC(=O)COc1c(C)cccc1C)c1cccs1
40. Clc1ccc(CN(Cc2ccc(Cl)cc2)c2nn[nH]n2)cc1
assay / entry	33	34	35	36	37	38	39	40
STAT1 activator	102	104	98	105	108	103	110	101
STAT3 act	94	99	109	108	90	100	102	98
DTT redox prof	-3.4	0.3	-0.7	2.8	0.7	-0.1	0.2	-0.3
TLR4-MyD88 BLA	4	13	11	-9	-8	3	0	5
NF-kB expr up	0.96	1	1.1	1.3	1.6	1.8	1.1	1.1
STAT3 blocker	6	2	-4	-4	15	1	4	10
STAT1 inh	-2	-4	2	-5	-9	-2	-10	-2
Hsp70 act	-0.3	0.1	0.0	0.4	-0.4	-0.4	-0.1	-0.1
APP 5'UTR act	-10	8	26	-7	-5	-9	8	2
HMGR II inh	1	-3	0	-1	-1	2	-7	-1

Five records picked at random from the list so far:
34. CCC1=NN(C(=O)c2ccc(C)cc2)C(O)(c2ccc(Br)cc2)C1 (configuration not stated)
33. COCCSc1ccccc1C(=O)Nc1nccs1
38. CCCCCCn1c(SCC(=O)OC)nc2c1c(=O)[nH]c(=O)n2C
39. C/C(=N\NC(=O)COc1c(C)cccc1C)c1cccs1
36. CCCCn1c(NC(=O)CC)c(C#N)c2nc3ccccc3nc21
assay / entry	34	33	38	39	36
STAT1 activator	104	102	103	110	105
STAT3 act	99	94	100	102	108
DTT redox prof	0.3	-3.4	-0.1	0.2	2.8
TLR4-MyD88 BLA	13	4	3	0	-9
NF-kB expr up	1	0.96	1.8	1.1	1.3
STAT3 blocker	2	6	1	4	-4
STAT1 inh	-4	-2	-2	-10	-5
Hsp70 act	0.1	-0.3	-0.4	-0.1	0.4
APP 5'UTR act	8	-10	-9	8	-7
HMGR II inh	-3	1	2	-7	-1

(list continues)
41. COc1cccc(Sc2ccccc2CN(C)C)c1
42. Cc1ccc(S(=O)(=O)N2CCN(C(=O)C3=COCCO3)CC2)cc1C
43. O=Cc1cn(CC(=O)N2CCCCC2)c2ccccc12
44. COc1cc(/C=N/NC(=O)/C(=C/c2ccccc2)CCO)ccc1O
45. O=c1[nH]nc(-c2cccs2)c2ccccc12
46. CCc1[nH]nc2c1C(c1ccncc1)C(C#N)=C(N)O2 (configuration not stated)
47. CCC1Oc2ccc(C)cc2N(CC(=O)N(Cc2cccnc2)Cc2ccc(C)o2)C1=O (configuration not stated)
48. Cc1cc(-c2ccccc2)nc(=O)[nH]1
assay / entry	41	42	43	44	45	46	47	48
STAT1 activator	99	105	94	104	103	107	97	98
STAT3 act	105	112	103	93	91	106	98	101
DTT redox prof	0.1	0.6	-0.4	-0.7	-1.8	1.6	1.6	2.3
TLR4-MyD88 BLA	-14	10	-11	-3	7	3	-3	12
NF-kB expr up	1.1	1.1	1.3	0.86	1.2	1	0.46	0.98
STAT3 blocker	-6	-11	1	4	15	-3	7	4
STAT1 inh	1	-6	7	-5	-4	-8	3	2
Hsp70 act	0.0	-0.2	-0.3	-0.3	-0.2	-0.4	-0.3	0.1
APP 5'UTR act	-2	-15	-3	-12	9	-15	18	5
HMGR II inh	-2	-2	7	-7	1	5	0	-2

49. CCOC(=O)C1(Cc2ccccc2)CCN(C2Cc3ccccc3C2)CC1
50. CC(=O)c1ccc(NC(=O)C(C)NCc2ccc(Cl)cc2)cc1 (configuration not stated)
51. CCN(CC(N)=O)S(=O)(=O)c1ccc(Br)cc1
52. CCOC(=O)C(=O)NNc1ccccc1C
53. CCCn1nc([N+](=O)[O-])c(C(C#N)c2nc3ccccc3s2)c(Cl)c1=O (configuration not stated)
54. CCCN(CC1CC1)C(=S)Nc1ccc(C(C)=O)cc1
55. S=C(NCC1CCCO1)Nc1ccc(Cl)c(Cl)c1 (configuration not stated)
56. CC12CCC(C(=O)Nc3ccc(SC(F)F)cc3)(CC1=O)C2(C)C (configuration not stated)
57. COc1ccc(-n2c(SCC(=O)NCc3ccco3)nnc2-c2c[nH]c3ccccc23)cc1
58. CCCc1cc(=O)[nH]c(NCc2ccc(Cl)cc2)n1
59. CCN(CC)C(=O)C(=O)c1cccn1-c1cccc(OC)c1C#N
assay / entry	49	50	51	52	53	54	55	56	57	58	59
STAT1 activator	98	101	105	97	87	83	104	100	85	103	97
STAT3 act	111	96	104	101	91	103	101	100	90	93	94
DTT redox prof	0.5	-0.4	1.1	0.2	0.0	-1.4	-0.5	-4.4	0.7	1.8	-0.8
TLR4-MyD88 BLA	-2	2	-2	-2	-12	-12	-1	3	-7	-1	-6
NF-kB expr up	0.97	1.1	1.1	1.4	0.67	1.1	1.5	1.3	0.89	0.99	1.1
STAT3 blocker	-8	9	-4	-4	10	0	4	5	21	12	12
STAT1 inh	0	-2	-5	3	14	16	-6	1	17	-3	1
Hsp70 act	-0.4	-0.2	-0.1	-0.4	0.2	-0.2	-0.2	-0.1	-0.4	-0.3	0.4
APP 5'UTR act	-1	25	-15	-7	2	10	13	-2	6	-4	9
HMGR II inh	-4	1	0	-3	0	-3	-1	-4	-8	0	-3
